Screening results deposited in PubChem by National Center for Advancing Translational Sciences (NCATS).
Eya2 phos inh = blocks the phosphatase activity of human Eya2; 330,000 compounds, 0.006% hits; O00167; recombinant Eya2, OMFP fluorescence dephosphorylation (OMFP is methylfluorescein phosphate); Potency, µM (highest dose often 76.9 µM), for the others: at the top dose activity, negative = inhibition, usual class: inhibitors; further: potency means the concentration at half of the fitted maximal effect; on the % scale 0 is the no-effect control and ±100 the full control effect
Target sequence (O00167 whole entry, looked up): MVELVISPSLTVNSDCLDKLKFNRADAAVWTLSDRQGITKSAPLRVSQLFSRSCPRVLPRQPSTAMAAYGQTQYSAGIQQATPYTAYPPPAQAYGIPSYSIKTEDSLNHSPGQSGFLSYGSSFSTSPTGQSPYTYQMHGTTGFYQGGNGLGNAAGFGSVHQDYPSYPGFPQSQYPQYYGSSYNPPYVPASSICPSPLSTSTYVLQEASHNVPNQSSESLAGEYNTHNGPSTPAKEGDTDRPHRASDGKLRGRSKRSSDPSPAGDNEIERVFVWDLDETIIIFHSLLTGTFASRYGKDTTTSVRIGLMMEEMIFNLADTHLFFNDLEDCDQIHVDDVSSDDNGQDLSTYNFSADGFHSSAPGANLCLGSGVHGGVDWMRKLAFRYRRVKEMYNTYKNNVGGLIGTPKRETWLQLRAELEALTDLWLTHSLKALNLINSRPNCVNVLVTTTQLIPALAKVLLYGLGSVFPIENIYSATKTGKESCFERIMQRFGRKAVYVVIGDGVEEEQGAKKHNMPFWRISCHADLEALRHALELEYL
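Eya2 (0.2 uM) preincubated 10 min at ambient with compound, then OMFP substrate added at 50 uM; 10 min reaction in 50 mM HEPES pH 7.5, 50 mM NaCl, 5 uM MgCl2, 0.05% BSA, 1 mM DTT. Fluorescence read at Ex 485/Em 525 nm.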
a7 integrin act = activators of alpha7 integrin expression for muscular dystrophy; alpha7betagal myoblasts, beta-gal FDG fluorescence, 48 h; Potency, µM (series often up to 38.3 µM), for inactives: at the top dose activation, most hits filed as activators; 350,000 compounds, 0.064% hits;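 further: potency means the concentration at half of the fitted maximal effect; 100% = response of the positive control SU9516; nearly all actives have a fitted effect of over 60% in size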
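alpha7betagal+/- myoblasts (passage 13, 250/well) treated 48 h at 37C with compounds at 1:260 dilution of DMSO stock. Lysed, then beta-galactosidase activity read as FDG fluorescence (ex 480/em 540) after 30 min, with pre-read for autofluorescence.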
ASM inhibitor = inhibitors of human secretory acid sphingomyelinase. placental ASM, HMU-PC fluorogenic substrate, 60 min. Potency, µM (top dose mostly 57.5 µM), for the others: at the top dose activity change, negative = inhibition, most hits filed as inhibitors. 340,000 compounds, 0.006% hits; further: potency means the concentration at half of the fitted maximal effect
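HMU-PC0 cleavage (9 uM final) by human placental ASM, 60 min at 37 °C following 10 min compound exposure at RT; stopped at pH 10, fluorescence Ex 386/Em 447 nm.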
ELG1 repair inh = inhibitors of ELG1-dependent DNA repair in HEK293T cells | Potency, µM (series often up to 46.1 µM), for inactives: at the top dose activity change, negative = inhibition, hits mostly inhibitors | 330,000 compounds, 2.3% hits | AID 504467 | HEK293T ELG1-luciferase reporter, luminescence, 16 h; DNA damage induced by 5-fluorouridine; further: potency means the concentration at half of the fitted maximal effect; on the % scale 0 is the no-effect control and ±100 the full control effect; nearly all actives have a fitted effect of over 55% in size
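In this reporter screen, reduction of luminescence relative to DMSO vehicle indicated activity. Compounds and 5-fluorouridine were added together to 2,000 cells per well, incubated for 16 hr at 37 °C, then developed with ONE-Glo.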
Mito fusion act = inhibitors of mitochondrial division or activators of mitochondrial fusion; S. cerevisiae fusion-defective mutant growth rescue, CellTiterGlo 48 h; Potency, µM (titrated, usually from 46.1 µM), for inactives: top-dose growth rescue (activation), usual class: activators; 320,000 compounds, 0.23% hits;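 further: potency means the concentration at half of the fitted maximal effect; % of control where 0% means no effect; nearly all actives have a fitted effect of over 45% in size; temperature-sensitive fusion mutants such as fzo1-1 at 37 °C on non-fermentable ethanol glycerol medium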
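Read-out: ATP-based luminescence (CellTiterGlo, 10 min ambient) reporting growth of fusion-defective ts yeast after 48 hours at 37C on glycerol/ethanol YPEG medium in the presence of compound.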
A-T KAP1 phos = candidate therapy for ataxia-telangiectasia; Potency, µM (doses to about 57.5 µM), for inactives: top-dose activation, most hits filed as activators; AID 485349; 320,000 compounds, 0.19% hits; […] A-T fibroblasts, KAP-1 phosphorylation AlphaLISA; neocarzinostatin DNA damage 30 min before lysis; further: potency means the concentration at half of the fitted maximal effect; % of control where 0% means no effect; nearly all actives have a fitted effect of over 45% in size
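ATM-like activity read as KAP-1 phosphorylation via AlphaLISA donor/acceptor antibody pairs after lysis and 6 hr at 25C. Cells were ATM-null patient fibroblasts ([…], hTERT), dosed 60 min, then exposed to the DSB inducer NCS for 30 min.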
TCR act = activates T cell receptor signaling | primary human leukocytes, anti-CD3, IL-2 HTRF, 48 h | 330,000 tested, under 10 active | Potency, µM (series often up to 9.22 µM), inactives show top-dose activation of IL-2 secretion, most hits filed as activators | AID 504894; further: % of control where 0% means no effect
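Primary human leukocytes were stimulated with a-CD3 beads plus compounds for 48 hr without co-stimulation; secreted IL-2 was quantified by HTRF using a-IL-2-K (europium cryptate) and a-IL-2-d2, excited at 320nm with acceptor emission read at 665nm.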
TSG101-PTAP inh = blocks PTAP/TSG101 interaction to inhibit HIV-1 budding; Q99816; Potency, µM (highest dose often 115 µM), inactives show top-dose activity change, negative = inhibition, most hits filed as inhibitors; 340,000 tested, under 10 active; AID 493005; Fluorescence polarization, FITC-PTAP peptide / Tsg101 binding; active means well fitted inhibition curve with a large enough effect in the main read-out, with a control signal flat, not every such curve was filed as active; inconclusive means small, poorly fitted or top-dose-only effect, or effect the other way, or a change in a side signal; inactive means no such curve, though single readings can be large or run the other way; further: potency means the concentration at half of the fitted maximal effect; % of control where 0% means no effect
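Steps: Tsg101 binding domain dispensed (10 uM final), compounds pinned in DMSO, FITC-labeled PTAP-motif peptide added (50 nM final); after 20 min binding at room temperature, polarization measured.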
TSHR antag = blocks TSH signaling through the human TSH receptor; P16473; TSHR-expressing cells, TSH-stimulated cAMP HTRF, 2 h; hits give low values; activity change, negative = inhibition, % at 11.5 µM; 330,000 compounds, 0.2% hits; AID 504810;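 active means activity change below a set negative limit, meaning inhibition stronger than a set level, cut at about -70% in these data; inconclusive means activity change between two set negative limits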; further: on the % scale 0 is the no-effect control and ±100 the full control effect
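TSHR-expressing cells, 200/well, pre-treated with compound, then stimulated with EC80 TSH (4nM final) for 2 hours at 37 deg C. cAMP measured by competitive HTRF: anti-cAMP cryptate antibody in lysis buffer plus cAMP-d2, read after 30 minutes at room temperature.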
Tb PFK inh = inhibitors of T. brucei phosphofructokinase | 330,000 compounds, 0.17% hits | Potency, µM (series often up to 57.5 µM), for the others: at the highest dose activity, negative = inhibition, most hits filed as inhibitors | T. brucei PFK, ADP-Glo luminescence | AID 485367 | O15648;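 further: potency means the concentration at half of the fitted maximal effect; 0% = uninhibited 1x PFK enzyme wells and -100% = no-enzyme wells; nearly all actives have a fitted effect of over 60% in size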
Target sequence (O15648 whole entry, looked up): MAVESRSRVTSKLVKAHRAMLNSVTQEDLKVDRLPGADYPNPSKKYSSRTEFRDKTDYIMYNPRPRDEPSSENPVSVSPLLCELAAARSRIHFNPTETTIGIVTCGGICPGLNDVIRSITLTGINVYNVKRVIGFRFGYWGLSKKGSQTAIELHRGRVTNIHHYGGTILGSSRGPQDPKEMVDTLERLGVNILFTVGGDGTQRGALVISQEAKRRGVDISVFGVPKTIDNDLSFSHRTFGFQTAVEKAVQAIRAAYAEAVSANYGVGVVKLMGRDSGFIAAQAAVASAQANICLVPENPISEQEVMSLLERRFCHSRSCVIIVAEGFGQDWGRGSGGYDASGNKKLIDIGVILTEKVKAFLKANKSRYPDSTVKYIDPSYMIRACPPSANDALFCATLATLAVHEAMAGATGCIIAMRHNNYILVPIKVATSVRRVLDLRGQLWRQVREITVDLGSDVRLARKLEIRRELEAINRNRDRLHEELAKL
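Luminescent ADP detection (ADP-Glo, two-step: ATP depletion then ADP-to-ATP conversion for luciferase) reported PFK activity after 45 min room-temperature reaction of 1.25 nM enzyme with 0.5 mM F6P and 0.1 mM ATP at pH 8.0.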
BCR signal inh = inhibitors of chronic active B-cell receptor signaling; Potency, µM (highest dose often 46.1 µM), inactives show at the top dose ratio change, negative = lower green/red ratio, usual class: inhibitors; ABC-DLBCL IkBa-CBG/CBR reporter, luminescence ratio, 4 h; AID 493014; 340,000 compounds, 0.05% hits; active means well fitted inhibition curve with a large enough effect in the signal ratio, with a control signal flat, not every such curve was filed as active; inconclusive means small, poorly fitted or top-dose-only effect, or effect the other way, or a change in a side signal; the % refers to the signal ratio;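 further: potency means the concentration at half of the fitted maximal effect; plate controls were basal doxycycline-induced cells for no effect and cells given 10 µM MG132 for full effect; MG132 reads +100%, hits lower the ratio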
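Compounds up to 46 uM were incubated four hours with TMD8 cells whose green CBG68 luciferase is fused to IkappaBalpha; red CBR luminescence normalised the signal, and concentration-effect curves were fitted to fusion, red and ratio data.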
* = called active by the depositor; u = inconclusive; x = not tested or not shown; [ ] = another dose, or the depositor's remark. Unless noted, the call rests on the fitted dose curve; in most records, active means well fitted curve in the direction sought with a large enough effect; inconclusive means small, poorly fitted or top-dose-only effect, or another doubt; inactive means no such curve, though single readings can be large; an effect the other way counts as inactive or inconclusive.

The line under a structure holds: Eya2 phos inh | a7 integrin act | ASM inhibitor | ELG1 repair inh | Mito fusion act | A-T KAP1 phos | TCR act | TSG101-PTAP inh | TSHR antag | Tb PFK inh | BCR signal inh
> COC(=O)c1nnc(-c2ccccc2)nc1OC
  10% | 17% | 0% | 17% | -6% | 2% | 3% | 0% | 1 | 1% | u
> COc1ccc(/C=C(/NC(=O)c2ccco2)C(=O)N2CCCC2=O)cc1
  -3% | 14% | 6% | 15% | 5% | 1% | -14% | 3% | -9 | -4% | 0%
> O=C(COc1ccc2c(c1)OCO2)Nc1nccs1
  -12% | u | -1% | u | -21% | 1% | -1% | -1% | -2 | -23% | u
> CC1CCCCC1NC(=O)COc1ccccc1C#N (stereo not given)
  -15% | u | 1% | u | 10% | 11% | -8% | -4% | -17 | 0% | u
> O=C(O)/C=C/C(=O)NNC(=O)c1ccccc1Br
  -4% | 16% | 1% | 13% | -3% | -8% | -7% | -6% | 15 | 11% | u
> O=C(Nc1cnc2ccccc2c1)c1cccc(-n2cnnn2)c1
  -13% | 2% | -4% | u | 9% | -5% | -8% | -6% | -5 | -9% | u
> COc1ccccc1CO/N=C/NC(=O)c1c(OC)ccnc1Oc1ccc(F)cc1
  -3% | -24% | -3% | u | 16% | 4% | -8% | -11% | 1 | 0% | u
> COc1ccc(CNC(=O)C2C3C=CC4(CN(Cc5cccnc5)C(=O)C24)O3)cc1 (stereo not given)
  2% | -5% | 4% | -1% | -1% | 9% | 0% | -7% | 0 | -1% | u
> C=CCn1c(NCc2ccco2)nc2ccccc21
  3% | 6% | 1% | 10% | -15% | -3% | 4% | -5% | -2 | 3% | -1%
> CC(=O)Nc1c([N+](=O)[O-])cc2[nH]c(=O)[nH]c2c1[N+](=O)[O-]
  3% | 15% | -1% | 8% | 2% | -15% | 2% | 0% | -4 | 12% | u
> CC(C)(C)c1ccc(C(=O)NCC(=O)OCC(=O)Nc2nc(-c3ccc(F)cc3)cs2)cc1
  -5% | -15% | -9% | u | -3% | -2% | x | 2% | 3 | 7% | -2%
> Cc1ccccc1OCC(=O)OCC(=O)NCc1ccccc1
  -18% | 9% | 3% | u | 3% | -5% | -1% | -1% | 7 | 2% | 6%
> O=C(Cc1noc2ccccc12)Nc1ccccn1
  3% | 16% | 6% | u | -5% | 5% | -3%[46.1 µM] | 0% | 3 | 0% | 2%
> CCc1cccc(NC(=O)c2sc3nc4n(c(=O)c3c2C)CCC4)c1
  -20% | -7% | -17% | u | u | -1% | 8% | -3% | -3 | 5% | 5%
> O=C1CC(c2ccco2)CC(O)=C1C=Nc1ccccc1-c1ccccc1 (stereo not given)
  0% | -7% | 54%[activator] | 3% | 3% | 3% | 4% | 0% | -7 | 2% | 1%
> CCOC(=O)c1[nH]c2cc(OC)c(OC)cc2c1NC(=O)CN1CCN(C)CC1
  -7% | x | x | -10% | 0% | 4% | x | x | -4 | 1% | u
> N/C(=N\OC(=O)COc1ccc(Cl)cc1)c1cccnc1
  -3% | 14% | 1% | u | 2% | 2% | 5%[46.1 µM] | -1% | 0 | -1% | u
> CCOc1ccc(N2C(=O)CC(SC(=NC)Nc3ccc(F)cc3)C2=O)cc1 (stereo not given)
  -3% | 18% | -2% | u | -7% | 1% | 6%[46.1 µM] | -10% | -14 | -2% | -2%
> Cn1c(Cc2ccccc2)[n+](C)c2ccccc21
  5% | -40% | 1% | u | -4% | -2% | 1% | -4% | -4 | -5% | 0%
> CCOc1cccc(C(=O)N(Cc2ccco2)C2CCS(=O)(=O)C2)c1 (stereo not given)
  1% | -10% | -1% | -1% | 1% | -4% | -6%[46.1 µM] | -3% | 18 | 0% | -7%

The list goes on:
The line under a structure holds: Eya2 phos inh | a7 integrin act | ASM inhibitor | ELG1 repair inh | Mito fusion act | A-T KAP1 phos | TCR act | TSG101-PTAP inh | TSHR antag | Tb PFK inh | BCR signal inh
> CCCCc1ccc(S(=O)(=O)NCCCN2CCCC2=O)cc1
  14% | -5% | 0% | -8% | -1% | 1% | -2% | x | -7 | 0% | -1%
> O=C(c1ccccc1)N1CCN(c2ncnc3c(-c4ccccc4)nsc23)CC1
  -2% | -11% | -10% | u | -8% | -5% | 2% | -1% | -7 | 1% | u
> CCCCc1nc2ccccc2c(NC(=O)CN2CCCC2)c1CCC
  2% | -21% | 0% | -29% | -3% | -3% | 2%[46.1 µM] | 0% | 8 | -8% | 1%
> O=C(N1CCOCC1)C1(S(=O)(=O)c2ccccc2)CC=CC1
  -16% | -4% | 4% | -3% | 2% | 4% | -3% | -5% | 10 | 0% | 3%
> CN1CCN(C(=O)c2cc3cc(F)ccc3[nH]2)CC1
  5% | 2% | 5% | 4% | 12% | 2% | -4% | 1% | 6 | 1% | 3%
> CSCCNC(C)=O
  22% | x | x | 3% | 0% | 2% | x | x | 15 | 2% | 7%
> C[C@@H]1[C@H]2[C@@H]3CC[C@@H](C3)[C@H]2CN[C@H]1c1cn(Cc2ccccc2)c2ccccc12
  -5% | -41% | 0% | 4% | x | -1%[11.5 µM] | -2%[46.1 µM] | 2% | 20 | 2% | -1%
> CCN(CC)c1ccc(C(=O)Nc2cccc(F)c2)cc1
  3% | -25% | -7% | u | 14% | -7% | 6% | -1% | -14 | 0% | u
> Cc1ccc2c(C)nc(SC(C(=O)c3ccccc3)c3ccccc3)nc2c1 (stereo not given)
  -1% | -21% | -5% | 12% | 4% | -2% | 8%[46.1 µM] | -4% | 4 | -5% | -3%
> Cc1ccc(N(CC(=O)NCC2CCCO2)C(=O)CCC(=O)Nc2nccs2)cc1C (stereo not given)
  8% | 35% | 1% | 14% | 27% | 1% | 5% | -3% | 11 | -8% | -2%
> Cc1ccccc1CSc1nc2c(c(=O)[nH]1)CCC2
  3% | 17% | -2% | 0% | 7% | -4% | -6% | -6% | -5 | -2% | -1%
> Cc1ccc(S(=O)(=O)NCC(=O)N2CCN(c3ccccn3)CC2)cc1
  5% | 17% | 0% | -7% | 2% | x | -7% | -1% | 5 | 3% | 11%
> Cc1ccc(Nc2nc(NCCO)nc3c2cnn3C)cc1Cl
  -13% | 0% | -23% | u | 20% | u | -1% | -5% | 8 | 8% | -10%
> COc1cc2ccccc2cc1C(=O)Nc1ccc(NC(=O)c2cccs2)cc1
  -9% | u | -15% | u | -4% | 4% | 8% | -5% | -7 | -1% | 0%
> Cc1ccc(S(=O)(=O)N2CCOCC2)cc1NC(=O)COC(=O)COc1cccc2c1OC(C)(C)C2
  -23% | -6% | -5% | 19% | 0% | 16% | 1% | -5% | 2 | -1% | -8%
> Cc1ccc(-c2csc(NC(=O)c3ccc(C)o3)n2)cc1
  2% | 6% | -19% | 13% | u | 12% | 1%[46.1 µM] | 2% | -18 | -4% | 4%
> CSc1nc2c(c(=O)n1-c1ccc(F)cc1)SCC2
  8% | -16% | -2% | 8% | 9% | -3% | 0%[46.1 µM] | -20% | -1 | -4% | 2%
> CCn1c2ccccc2c2cc(NC(=O)COC(=O)c3ccc(O)cc3)ccc21
  17% | -24% | -11% | -8% | 6% | 10% | -2% | -1% | 1 | -5% | u
> CCC(CC)C(=O)Nc1ccccc1NC(C)=O
  15%[15.4 µM] | 6% | 6% | -6% | 1% | 13% | 0% | 2% | -7 | 2% | -1%
> OC(Cn1cncn1)c1ccc(Cl)cc1 (stereo not given)
  7% | -7%[7.66 µM] | -2% | -1% | -4% | 22% | 5% | -7% | -1 | 0% | 0%
> O=C(N/N=C1\CCCc2ccccc21)c1ccc([N+](=O)[O-])cc1
  1% | -3% | -2% | u | -1% | 1% | -6%[46.1 µM] | -3% | 8 | 0% | -9%
> COc1ccc(C(C)=O)cc1CS(=O)(=O)CC(=O)NCCc1c[nH]c2ccccc12
  2% | u | 0% | u | 3% | -4% | -2% | 0% | -18 | 11% | -10%
> COc1ccc(C(=O)Nc2ccc3c(c2)OCCO3)cc1
  -2% | 4% | 2% | u | 0% | 2% | -1%[46.1 µM] | -4% | 6 | -11% | u
